Tb PFK inh – inhibitors of T. brucei phosphofructokinase; 330,000 tested, 0.17% active; T. brucei PFK, ADP-Glo luminescence; O15648; Potency, µM (highest dose often 57.5 µM), for the others: top-dose activity, negative = inhibition, most hits filed as inhibitors; AID 485367;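 further: potency means the concentration at half of the fitted maximal effect; 0% = uninhibited 1x PFK enzyme wells and -100% = no-enzyme wells; nearly all actives have a fitted effect of over 60% in size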
Target sequence (O15648 whole entry, looked up): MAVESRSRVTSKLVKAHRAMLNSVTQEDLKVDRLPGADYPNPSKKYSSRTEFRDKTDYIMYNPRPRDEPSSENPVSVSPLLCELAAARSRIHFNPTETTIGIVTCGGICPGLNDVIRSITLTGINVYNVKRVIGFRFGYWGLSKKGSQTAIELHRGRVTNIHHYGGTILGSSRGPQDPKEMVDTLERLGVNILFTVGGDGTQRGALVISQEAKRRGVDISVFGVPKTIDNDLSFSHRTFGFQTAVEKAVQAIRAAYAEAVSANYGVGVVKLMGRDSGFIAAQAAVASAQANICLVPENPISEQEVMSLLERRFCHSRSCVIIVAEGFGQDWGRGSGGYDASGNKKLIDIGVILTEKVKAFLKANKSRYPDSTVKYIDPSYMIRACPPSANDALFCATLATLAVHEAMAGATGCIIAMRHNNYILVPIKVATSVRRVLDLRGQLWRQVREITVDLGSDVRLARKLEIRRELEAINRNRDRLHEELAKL
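ADP-Glo luminescence quantified ADP after 45 min at room temperature, with 1.25 nM T. brucei PFK, 0.1 mM ATP and 0.5 mM fructose-6-phosphate in pH 8.0 TEA buffer. qHTS titrations up to 57 µM; curves classified by quality.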
Menin MLL FP TR – menin-MLL binding inhibition, Texas Red mutant peptide; O00255; Potency, µM (highest dose often 61.6 µM), without a hit: at the highest dose FP activity change, negative = inhibition, usual class: inhibitors; 270,000 tested, 0.23% active; Menin + Texas Red MLL mutant peptide, fluorescence polarization; active means well fitted inhibition curve with a large enough effect in the polarisation, with a control signal flat, not every such curve was filed as active; inconclusive means small, poorly fitted or top-dose-only effect, or effect the other way, or a change in a side signal; inactive means no such curve, though single readings can be large or run the other way; the % refers to the polarisation; further: potency means the concentration at half of the fitted maximal effect; % of control where 0% means no effect; many of its hits are not listed in these tables
GALK inh – blocks human galactokinase activity; P51570; Purified GALK, Kinase-Glo residual ATP luminescence; Potency, µM (doses to about 57.5 µM), for the others: at the highest dose activity change, negative = inhibition, hits mostly inhibitors; 270,000 tested, 0.007% active; further: potency means the concentration at half of the fitted maximal effect; on the % scale 0 is the no-effect control and ±100 the full control effect
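Quantitative HTS: GALK 5 nM, ATP 35 uM, galactose 100 uM, 1 h room temperature, then luciferase-based ATP detection.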
FBPA coupling cs – counter-screen for Giardia aldolase inhibitors: coupling enzyme system | 290,000 tested, 0.67% active | coupling enzyme system counterscreen, AmpLite Red fluorescence | activity change, negative = inhibition, % at 58.2 µM, hits read low; in the data active means activity change below about -30%; further: on the % scale 0 is the no-effect control and ±100 the full control effect
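Activity here indicates interference with the coupling reaction, not aldolase inhibition. Compounds at 57.5 uM final met coupling enzymes for 10 min at RT; substrate and AmpLite Red detection followed, with a 525/598 nm fluorescence read after 20 min.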
PKM2 activator – activators of human pyruvate kinase M2 | P14618 | purified PKM2, Kinase-Glo ATP luminescence, activation; response scale: 0% is enzyme alone, no compound | Potency, µM (titrated, usually from 57.5 µM), for inactives: top-dose activation, most hits filed as activators | 260,000 tested, 0.34% active; further: potency means the concentration at half of the fitted maximal effect; on the % scale 0 is the no-effect control and ±100 the full control effect; nearly all actives have a fitted effect of over 55% in size
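Purified hPK-M2 (>95% pure) converted ADP (0.1 mM final) to ATP with 0.5 mM PEP in 50 mM imidazole pH7.2, KCl, MgCl2, Tween 20, BSA; 1 h at room temperature. ATP detected by Kinase-Glo luminescence.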
Giardia kill – kills Giardia lamblia; 340,000 tested, 0.15% active; Giardia lamblia trophozoite viability; AID 540267; activity change, % at 7.66 µM, hits read low; in the data active means activity change below about -80%; inconclusive means between about -30% and that limit;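 further: parasites exposed to compound for two days anaerobically before the ATP read; on the % scale 0 is the no-effect control and ±100 the full control effect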
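Compounds were tested on trophozoites seeded at 100 cells/well and held 48 hrs at 37 deg C anaerobically. An ATP-based luminescent kit measured the remaining live cells.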
TSG101-PTAP inh – blocks PTAP/TSG101 interaction to inhibit HIV-1 budding; 340,000 tested, under 10 active; Potency, µM (top dose mostly 115 µM), inactives show top-dose activity change, negative = inhibition, usual class: inhibitors; Fluorescence polarization, FITC-PTAP peptide / Tsg101 binding; Q99816; AID 493005; active means well fitted inhibition curve with a large enough effect in the main read-out, with a control signal flat, not every such curve was filed as active; inconclusive means small, poorly fitted or top-dose-only effect, or effect the other way, or a change in a side signal; inactive means no such curve, though single readings can be large or run the other way; further: potency means the concentration at half of the fitted maximal effect; % of control where 0% means no effect
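Fluorescence anisotropy tracks displacement of a FITC-tagged PTAP peptide (50 nM) from the Tsg101 binding domain (10 uM), following a 20 min room-temperature incubation at pH 7.5.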
B2AR arrestin – recruits beta-arrestin to the human beta2-adrenergic receptor. Potency, µM (series often up to 46.1 µM), for inactives: at the highest dose activation, actives largely listed as activators. AID 492947. beta-arrestin recruitment to beta2AR, cell-based reporter. 330,000 tested, 0.02% active. P07550;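 further: potency means the concentration at half of the fitted maximal effect; 0% = DMSO controls and full agonism = EC100 isoproterenol or metaproterenol; nearly all actives have a fitted effect of over 65% in size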
Target sequence (P07550 whole entry, looked up): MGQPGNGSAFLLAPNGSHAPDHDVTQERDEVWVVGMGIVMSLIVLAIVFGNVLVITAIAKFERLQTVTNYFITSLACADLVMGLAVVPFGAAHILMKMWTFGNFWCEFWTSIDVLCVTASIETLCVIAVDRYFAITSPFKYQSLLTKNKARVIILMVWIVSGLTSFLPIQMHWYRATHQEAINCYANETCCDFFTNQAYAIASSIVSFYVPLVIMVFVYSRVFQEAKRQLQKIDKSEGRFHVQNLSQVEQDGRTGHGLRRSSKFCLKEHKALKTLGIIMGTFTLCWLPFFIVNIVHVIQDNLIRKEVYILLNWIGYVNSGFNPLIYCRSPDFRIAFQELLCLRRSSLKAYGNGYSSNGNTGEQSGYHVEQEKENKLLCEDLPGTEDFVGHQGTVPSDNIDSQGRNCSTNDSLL
Integrin act MD – integrin-mediated muscular dystrophy alleviation activation; alpha7betagal myoblasts, beta-gal FDG fluorescence, 48 h; Potency, µM (doses to about 38.3 µM), for inactives: top-dose activation, hits mostly activators; 350,000 tested, 0.064% active; AID 624291;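 further: potency means the concentration at half of the fitted maximal effect; 100% = response of the positive control SU9516; nearly all actives have a fitted effect of over 60% in size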
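Alpha7betagal+/- myoblasts (passage 13) were plated 16-24 hr, then exposed to compounds (1:260 dilution of DMSO stock) for 48 hours at 37C. After MPER lysis, β-galactosidase reporter activity was read as FDG fluorescence (ex 480/em 540) after 30 minutes.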
S-ASM inh – inhibitors of human secretory acid sphingomyelinase; P17405; 340,000 tested, 0.006% active; placental ASM, HMU-PC fluorogenic substrate, 60 min; Potency, µM (doses to about 57.5 µM), inactives show at the top dose activity change, negative = inhibition, hits mostly inhibitors; further: potency means the concentration at half of the fitted maximal effect
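Human placenta-derived ASM enzyme was preincubated with compound for 10 minutes at room temperature, then given fluorogenic substrate HMU-PC0 (9 uM final) for 60 minutes at 37 °C; a pH 10 stop preceded fluorescence reading at Ex 386/Em 447 nm.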
BCR signal inh – chronic active BCR signaling inhibition | ABC-DLBCL IkBa-CBG/CBR reporter, luminescence ratio, 4 h | Potency, µM (highest dose often 46.1 µM), without a hit: at the highest dose ratio change, negative = lower green/red ratio, actives largely listed as inhibitors | 340,000 tested, 0.05% active | AID 493014; active means well fitted inhibition curve with a large enough effect in the signal ratio, with a control signal flat, not every such curve was filed as active; inconclusive means small, poorly fitted or top-dose-only effect, or effect the other way, or a change in a side signal; the % refers to the signal ratio;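 further: potency means the concentration at half of the fitted maximal effect; plate controls were basal doxycycline-induced cells for no effect and cells given 10 µM MG132 for full effect; MG132 reads +100%, hits lower the ratio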
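Doxycycline induced both beetle luciferases in TMD8 lymphoma cells; IKK-driven degradation limits the IkappaBalpha-fused green signal, while red luminescence normalises for cell number and nonspecific effects. Compounds tested up to 46 uM, 4 hrs.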
* = called active by the depositor; i = inactive; ? = inconclusive; . = no result given; [ ] = another dose, or the depositor's remark. Unless noted, the call rests on the fitted dose curve; in most records, active means well fitted curve in the direction sought with a large enough effect; inconclusive means small, poorly fitted or top-dose-only effect, or another doubt; inactive means no such curve, though single readings can be large; an effect the other way counts as inactive or inconclusive. Only part of the results is shown; the hit share may differ from the screen's.

SMILES	Tb PFK inh	Menin MLL FP TR	GALK inh	FBPA coupling cs	PKM2 activator	Giardia kill	TSG101-PTAP inh	B2AR arrestin	Integrin act MD	S-ASM inh	BCR signal inh
CCCOc1ccc(/C=N/Nc2ccccc2[N+](=O)[O-])c(O)c1	-3%	?	6%	1	-15%	-6	-2%	0.4%	23%	-8%	2%
COC(=O)c1cc(NC(=O)CN2CCC(C(N)=O)(N3CCCCC3)CC2)cc(C(=O)OC)c1	0%	14%	0%	0	6%	9	-4%	-0.1%	1%	1%	2%
CC1CN(Cc2cc(=O)oc3cc(O)c(Cl)cc23)CC(C)O1 (stereo unspecified)	-7%	4%	5%	8	1%[0.46 µM]	?	1%	0.1%	0%	37%	7%
CCCn1nc(NC(=O)CC)c2cc3cccc(C)c3nc21	8%	16%	1%	0	.	?	-4%	0.5%	-8%	.	8%
COc1ccc(Nc2ncnc3sc(-c4ccccc4)cc23)c(OC)c1	-1%	.	-1%	2	-6%	2	2%	0.1%	-28%	25%	?
C[C@H](NC(=O)[C@@H]1CCC(=O)N1Cc1ccco1)c1ccccc1	0%	4%	0%	-1	?	29	-2%	0.0%	-5%	0%	-8%
Cc1ccc(C)c(S(=O)(=O)c2c(C)cc(C)nc2Cl)c1	4%	-17%	4%	-8	.	-3	-5%	-1.0%	39%	3%	-5%
Cc1ccc(N2CC(C(=O)N3CCC4(CC3)CC(=O)c3ccccc3O4)CC2=O)cc1C (stereo unspecified)	23%	.	.	.	.	7	-2%	-2.5%	7%	-4%	-4%
COC(=O)c1cccc(NC(=O)CN2CCc3ccccc3C2)c1	-4%	-3%	-2%	4	-1%	13	-6%	-0.2%	10%	4%	?
Cc1ccc(NC(=O)CN(C)S(=O)(=O)c2cccc3cccnc23)cc1	0%	-11%	2%	2	-3%	?	1%	-0.1%	4%	-3%	9%
CC(C)OC(=O)c1c(N)n(CCCN2CCOCC2)c2nc3ccccc3nc12	1%	-15%	3%	-3	-11%	-6	-4%	0.1%	7%	i	?
CCOC(=O)C1C(=O)OC2(CCOC(C)(C)C2)C1C(=O)OCC (stereo unspecified)	-3%	-2%	-2%	1	-6%	1	-2%	-0.3%	5%	-5%	4%
Cc1nc(-c2ccc(NC(=O)c3ccccc3C)cc2)cs1	0%	2%	2%	-6	-16%	-4	-5%	-0.6%	6%	1%	.
COc1ccc(CNCC(O)(c2ccc(Cl)cc2)c2ccc(Cl)cc2)cc1	4%	-23%	2%	-1	-5%	9	0%	-0.2%	-70%[inhibitor]	-18%	0%
COc1ccccc1CN1C(=NC(=O)CCC2CCCC2)SC2CS(=O)(=O)CC21 (stereo unspecified)	0%	.	-1%	.	.	24	-2%	-0.2%	20%	-3%	1%
COc1ccc(-n2nc3c(c2NC(=O)C24CC5CC(CC(C5)C2)C4)CS(=O)C3)cc1 (stereo unspecified)	-3%	3%	2%	0	-1%	-25	-2%	-0.7%	11%	5%	-21%
O=C(CCN1CCN(CCO)CC1)Nc1cccc(Br)c1	1%	.	0%	2	2%	-17	-4%	0.2%	0%	2%	1%
C[C@]12C(=O)N(c3cccc(F)c3)C(=O)N1[C@@H]1c3ccccc3OC[C@@H]1[C@H]2c1ccccc1	2%	-2%	.	-1	-4%	-28	-2%	-0.7%	-34%	1%	0%
Cc1ccccc1CN1CCN(CCCc2ccccc2)C(CCO)C1 (stereo unspecified)	0%	-4%	-1%	-2	1%	6	0%	-0.5%	-2%	2%	-8%
CNC(=O)CSc1nnc(C(C)C)n1C	1%	0%	-1%	-1	-27%	3	1%	-0.1%	-554%[inhibitor]	4%	2%
CC(=O)Nc1ccc(S(=O)(=O)N(C)CC(=O)NNC(=O)c2cccs2)cc1	-1%	.	.	.	.	1	-5%	0.1%	?	4%	-5%
CCNC(=O)N1C(CC(=O)OCC)C(=O)NC2CCCCC21 (stereo unspecified)	-17%	4%	-1%	1	-2%	-16	-1%	0.2%	9%	4%	6%
O=C(/C=C/c1ccc(F)cc1)N1CCN(c2ccccn2)CC1	-1%	-11%	-2%	-1	-4%	-14	0%	-0.6%	-7%	-2%	?
N#Cc1c(NC(=O)CSc2nc(N)cc(=O)[nH]2)sc2c1CCCCCC2	-2%	6%	0%	3	1%	-11	-1%	-0.3%	-40%[inhibitor]	-2%	1%

Structures shown so far that have a halogen:
SMILES	Tb PFK inh	Menin MLL FP TR	GALK inh	FBPA coupling cs	PKM2 activator	Giardia kill	TSG101-PTAP inh	B2AR arrestin	Integrin act MD	S-ASM inh	BCR signal inh
CC1CN(Cc2cc(=O)oc3cc(O)c(Cl)cc23)CC(C)O1 (stereo unspecified)	-7%	4%	5%	8	1%[0.46 µM]	?	1%	0.1%	0%	37%	7%
Cc1ccc(C)c(S(=O)(=O)c2c(C)cc(C)nc2Cl)c1	4%	-17%	4%	-8	.	-3	-5%	-1.0%	39%	3%	-5%
COc1ccc(CNCC(O)(c2ccc(Cl)cc2)c2ccc(Cl)cc2)cc1	4%	-23%	2%	-1	-5%	9	0%	-0.2%	-70%[inhibitor]	-18%	0%
O=C(CCN1CCN(CCO)CC1)Nc1cccc(Br)c1	1%	.	0%	2	2%	-17	-4%	0.2%	0%	2%	1%
C[C@]12C(=O)N(c3cccc(F)c3)C(=O)N1[C@@H]1c3ccccc3OC[C@@H]1[C@H]2c1ccccc1	2%	-2%	.	-1	-4%	-28	-2%	-0.7%	-34%	1%	0%
O=C(/C=C/c1ccc(F)cc1)N1CCN(c2ccccn2)CC1	-1%	-11%	-2%	-1	-4%	-14	0%	-0.6%	-7%	-2%	?

Following part.
SMILES	Tb PFK inh	Menin MLL FP TR	GALK inh	FBPA coupling cs	PKM2 activator	Giardia kill	TSG101-PTAP inh	B2AR arrestin	Integrin act MD	S-ASM inh	BCR signal inh
COCCN(C(=O)C1CC(=O)N(Cc2ccc(C)cc2)C1)c1c(N)n(CC(C)C)c(=O)[nH]c1=O (stereo unspecified)	0%	.	.	.	.	15	-2%	0.1%	-13%	3%	-4%
CSc1ccc(S(=O)(=O)Nc2ccccc2C(=O)N2CCOCC2)cc1	-2%	.	2%	.	0%	7	.	-0.5%	-3%	0%	1%
CN(CC(=O)Nc1cc(Cl)ccc1C#N)C1CCS(=O)(=O)C1 (stereo unspecified)	-3%	.	.	.	.	4	-1%	0.2%	-1%	3%	0%
COc1ccc(NC(=O)C2CCC(=O)N2S(=O)(=O)c2ccc(C)cc2)cc1Cl (stereo unspecified)	-7%	-11%	14%	-3	1%	6	-9%	0.1%	8%	-1%	-7%
CCCCn1c2ccc(F)cc2c2nnc(SCCN3CCOCC3)nc21	-14%	-11%	.	0	.	2	-5%	-0.3%	-10%	-2%	?
Oc1oc(-c2ccccc2)nc1C=Nc1cccc2ccccc12	0%	-8%	0%	1	0%	14	?	0.0%	-23%	72%[activator]	?
N#Cc1c(Cl)c(Cl)c2nnc(-c3ccc(Br)cc3)n2c1Cl	-4%	?	-23%	9	0%	.	.	0.1%	.	.	?
CCOc1ccccc1CN1CCNC(=O)C1CC(=O)NCCN1CCOC1=O (stereo unspecified)	0%	1%	1%	0	-7%[0.46 µM]	-1	-2%	-0.4%	-2%	5%	-4%
Cc1ccc(S(=O)(=O)N2CCOC2CNC(=O)C(=O)NCc2ccc(Cl)cc2)cc1 (stereo unspecified)	-25%	.	5%	.	-2%	-11	.	-0.2%	44%	-8%	0%
CN(C=O)CP(=O)(O)CN1CCCCC1	-13%	-9%	.	1	0%	.	.	-0.1%	.	.	1%
O=S(=O)(c1ccc(Cl)cc1)N1CCCc2ccccc21	0%	13%	-3%	-12	1%	1	-3%	0.5%	-42%	-3%	1%
CC(C)(C)C(=O)CN1C(=O)NC(C)(Cc2ccc3c(c2)OCO3)C1=O (stereo unspecified)	-3%	-2%	15%	0	0%	27	-1%	0.5%	-13%	-2%	-2%
CCCC(C)c1nc(C(N)=O)c2[nH]c(=O)n(-c3ccc(OC)cc3OC)c2n1 (stereo unspecified)	0%	-17%	0%	1	.	-13	0%	-0.7%	-42%	0%	-3%
COC(=O)c1cc(F)c(-n2cncn2)c(F)c1	0%	.	-8%	6	6%	7	-9%	-0.1%	21%[7.66 µM]	-1%	-17%
CCOC(=O)C1=C(O)C(=O)N(CCCn2ccnc2)C1c1ccc(C)cc1 (stereo unspecified)	0%	5%	-1%	-1	11%	-4	0%	-0.6%	1%	4%	1%

Bioassay records as filed in PubChem.
